# Assay outcomes deposited in PubChem by National Center for Advancing Translational Sciences (NCATS).
# Lipid storage S3: qHTS Assay for Lipid Storage Modulators in Drosophila S3 Cells | Drosophila S3 cells, BODIPY lipid droplet fluorescence, 18-24 h; cells fed with added oleic acid | Potency in µM for hits, for the others lipid storage change, negative = inhibition, % at the top dose, mostly 46.1 µM | 320,000 tested, 0.64% active; active = well fitted inhibition curve with a large enough effect in the signal ratio, with a control signal flat, not every such curve was filed as active; inconclusive = small, poorly fitted or top-dose-only effect, or effect the other way, or a change in a side signal; the % refers to the signal ratio
#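 Laser-scanning cytometry quantifies lipid droplet accumulation (500–530 nm total intensity; droplet/cell object ratio) in oleic acid-fed (400 uM added) Drosophila S3 cells treated with a concentration series. 20 uM Triacsin C defined 100% inhibition.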
# Lipid storage S3 cell count max: also measured in Lipid storage S3; calls as there; cell number change, %; measured here: cell count max response;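 cells counted by Cell Tracker Red CMTPX staining in the red channel; peak over a dose series mostly up to 46.1 µM; percent activity relative to internal control wells on each plate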
# * = called active by the depositor; i = inactive; ? = inconclusive; . = no result given; [ ] = another dose, or the depositor's remark. % is set by controls: 0 for no effect and ±100 for the full control effect; potency is the fitted concentration of half-maximal effect.
SMILES,Lipid storage S3,Lipid storage S3 cell count max
CC(C)(C)c1ccc(C(=O)N/N=C/c2ccc(OCCCF)cc2)cc1,?,.
COc1cc([N+](=O)[O-])cc(/C=N/NC(=O)C(C)Nc2ccccc2C)c1O (configuration not stated),?,.
CCOc1ccc2nc(N3C(=O)/C(=C/c4ccccc4)NC3=S)sc2c1,9.2µM*,-2.6*
CN1c2ccccc2N(C)C1(C)c1ccccc1,?,.
CC1=NN(c2ccccc2)C(=O)C1C(=O)C(=O)Nc1ccc(F)cc1 (configuration not stated),-3.7%,-14.3
Cc1ccc(Cn2c(SCCN3CCCCC3)nc3c2c(=O)[nH]c(=O)n3C)cc1,-0.8%,-2.6
O=C(NCC1CCCO1)/C(=C\c1ccc(Cl)cc1)NC(=O)c1ccccc1 (configuration not stated),?,.
CCCC(=O)N1CC2(C)CN(C(=O)CCC)CC(CCC)(C1)C2=O,?,.
CCOC(=O)N1CCc2c(sc(NC(=O)CN3CCN(C)CC3)c2C(=O)Nc2ccccc2)C1,-2.4%,-1.1
Cc1ccc(CNC(=O)CN(c2ccc(C(C)C)cc2)S(=O)(=O)c2c(C)noc2C)cc1,?,.
Cn1c2ccccc2c(=O)c2ccc(-c3ccc4c(c3)OCO4)cc21,-10.8%,-21.0
Cc1cccc(Nc2nn3c(=O)c4ccccc4nc3s2)c1,?,.
CCC(=O)N1CCc2cc(S(=O)(=O)CCC(=O)NCCc3ccc(S(N)(=O)=O)cc3)ccc21,?,.
CCOc1ccc(S(=O)(=O)NCCC(=O)N(C)CC(=O)Nc2ccc(OC)cc2)cc1,4.7%,-8.8
O=C1CC(Cc2ccc(Cl)cc2)C(=O)N1c1ccncc1 (configuration not stated),11.7%,.
C=C(C)CSc1nnc(-c2ccc(C)cc2)n1N,?,.
Cc1cc(C)cc(NC(=O)C2CCN(C(=O)c3cccs3)CC2)c1,i,26.9
O=C(CCc1ccccc1)Nc1cc(NC(=O)CCc2ccccc2)cc(C(=O)O)c1,-24.6%,13.2
COc1cc(/C=N/Nc2ccc(Cl)c(C(=O)O)c2)ccc1OC(=O)c1ccc(F)cc1,?,.
Cc1c(CN2CC[C@@H](N3CCN(c4ccccn4)CC3)[C@H](O)C2)[nH]c2ccc(F)cc12,0.1%,18.7
Cc1ccnc(NC(=O)COC(=O)C2COc3ccccc3O2)n1 (configuration not stated),?,.
CCc1ccc(NC(=O)Nc2cccc(OC)c2)cc1,?,.
O=C(NCc1ccccc1)c1ccc(=O)[nH]n1,?,.
O=C(NCC1CCCN1S(=O)(=O)c1cccs1)c1ccccc1F (configuration not stated),?,.

# Five successive entries out of the list so far:
SMILES,Lipid storage S3,Lipid storage S3 cell count max
CCC(=O)N1CCc2cc(S(=O)(=O)CCC(=O)NCCc3ccc(S(N)(=O)=O)cc3)ccc21,?,.
CCOc1ccc(S(=O)(=O)NCCC(=O)N(C)CC(=O)Nc2ccc(OC)cc2)cc1,4.7%,-8.8
O=C1CC(Cc2ccc(Cl)cc2)C(=O)N1c1ccncc1 (configuration not stated),11.7%,.
C=C(C)CSc1nnc(-c2ccc(C)cc2)n1N,?,.
Cc1cc(C)cc(NC(=O)C2CCN(C(=O)c3cccs3)CC2)c1,i,26.9

# The list continues:
SMILES,Lipid storage S3,Lipid storage S3 cell count max
CCC(=O)N1CCc2cc(S(=O)(=O)CCC(=O)Nc3ccc(F)c(F)c3)ccc21,-3.7%,-11.1
CCC(C)NC(=O)CSc1nc(-c2cccs2)cc(C(F)(F)F)n1 (configuration not stated),?,.
COc1cccc(CN2CCNC(=O)C2CC(=O)N(C)CCC2CCOCC2)c1OC (configuration not stated),2.9%,11.9
CCOC(=O)C1=C(C)C2C3C(=O)N(c4ccccc4C)C(=O)C3C1(C)C1C(=O)N(c3ccccc3C)C(=O)C21 (configuration not stated),2.0%,15.0
Cc1cc(-c2nc3ccccc3o2)c2ccccc2n1,?,.
CC(=O)C1=NOC(CNC(=O)c2c(-c3ccccc3Cl)noc2C)C1 (configuration not stated),1.8%,2.0
c1ccc2c(CN3CCOCC3)c3ccccc3c(CN3CCOCC3)c2c1,-3.9%,21.9
O=C(COC(=O)/C=C/c1ccc(C(F)(F)F)cc1)NC1CCCC1,i,9.7
COc1ccc(C(=O)Oc2ccc(/C=N/Nc3ccc(Cl)c(C(=O)O)c3)cc2OC)cc1,?,.
CN(C)c1ccc(/C=N/NC(=S)NCc2ccco2)cc1,17.3%,22.2
COc1ccc2c(C)c(CCC(=O)NC3CC3)c(=O)oc2c1C,-12.1%,2.6
Cc1cccc2sc(N3CCN(C(=O)C4COc5ccccc5O4)CC3)nc12 (configuration not stated),?,.
N#Cc1ccc(C(=O)CSc2n[nH]c(=O)n2-c2cccnc2)cc1,-16.5%,-11.6
Cc1nc(N2CCC(C)CC2)c2c(C)c(C(=O)Nc3ccc4c(c3)OCCO4)sc2n1,i,29.3
COc1ccc(CC(C(=O)Nc2cccc(F)c2)c2nn[nH]n2)c(OC)c1 (configuration not stated),?,.
O=C(Oc1ccccc1O)c1cccc2ccccc12,?,.
O=C(CCNS(=O)(=O)c1ccc2c(c1)CCC(=O)N2)NCc1cccnc1,-14.0%,18.4
COc1ccc(OC(=O)c2cc3cc(Cl)ccc3oc2=O)cc1,-6.8%,0.5
Nc1nnc(CC(=O)N2CCCCC2)s1,?,.
CCc1ccc(CN2CCC(Oc3ccc(C(=O)N4CCCC4)cc3)CC2)cc1,?,.
CCC1Oc2ccc(C)cc2N(CC(=O)NCCN2C(C)CCCC2C)C1=O (configuration not stated),16.3%,1.3
CC/C(=C\C1CCCCC1)C(NP(=O)(c1ccccc1)c1ccccc1)c1ccccc1 (configuration not stated),?,.
CCOC(=O)c1[nH]c(C)c(C(=O)NCc2ccccn2)c1C,i,.
CCCNc1c(NS(=O)(=O)c2ccc(NC(=O)CC)cc2)c(=O)oc2ccccc12,i,-23.3
CCOC(=O)c1oc2cc(O)ccc2c(=O)c1-c1ccc(OC)cc1,?,.
COc1cc(/C=C/c2sc3ccccc3[n+]2CCCS(=O)(=O)[O-])ccc1O,-1.8%,-16.8
O=C(CSc1nnc(C2CC2)n1C1CC1)Nc1cccc(Br)c1,?,.
CCOC(=O)N1CCN(c2nc(-c3ccccc3)c3cc(C)ccc3n2)CC1,?,.
CCn1nc(NC(=O)c2ccccc2)c2cc3cccc(C)c3nc21,?,.
CCn1c(SCC(=O)Nc2cc3oc4ccccc4c3cc2OC)nnc1-c1cccs1,?,.
O=C(Nc1cccc2ccccc12)c1cccc([N+](=O)[O-])c1,-16.5%,19.1
C#Cc1ccc(C(=O)Nc2ccc(N3CCC(C)CC3)c(C(N)=O)c2)cc1,?,.
CCOc1ccc(S(=O)(=O)N2CCOCC2)cc1NC(=O)CSCC(=O)Nc1ccc(C)cc1,?,.
O=C(Cc1ccc(Cl)c(Cl)c1)Nc1ccc(SC(F)F)cc1,?,.
C/C(=N\NS(=O)(=O)c1ccc(C)c([N+](=O)[O-])c1)c1cc2ccccc2o1,?,.
COc1ccc(Cc2nc3ccc(C(=O)N(C)CCn4ccnc4)cc3o2)cc1OC,?,.

# A different layout for some results above:
Lipid storage S3	Lipid storage S3 cell count max	molecule
-14.0%	18.4	O=C(CCNS(=O)(=O)c1ccc2c(c1)CCC(=O)N2)NCc1cccnc1
?	.	CCc1ccc(NC(=O)Nc2cccc(OC)c2)cc1

# The results go on:
SMILES,Lipid storage S3,Lipid storage S3 cell count max
CCC1(c2ccc(F)cc2)NC(=O)N(CC(=O)Nc2ccccc2C)C1=O (configuration not stated),i,29.5
Clc1ccc2c(c1)nc1n2CCCC1,?,.
CC1CCCC(NC(=O)C2c3ccccc3C(=O)N2Cc2cccs2)C1C (configuration not stated),?,.
O=C(Nc1nncs1)C1CC(=O)N(CCc2ccc(F)cc2)C1 (configuration not stated),i,16.5
O=S(=O)(Nc1ccccc1O)c1ccc(-c2ccccc2)cc1,?,.
CC1(C)C(=O)Nc2ccccc2N1C(=O)COC(=O)CSc1ccc(Cl)cc1,?,.
COc1ccc(-n2c(CN3CCN(Cc4ccccc4)CC3)nc3ccc([N+](=O)[O-])cc3c2=O)c(OC)c1,i,22.0
O=C(NNC(=O)C12CC3CC(CC(C3)C1)C2)c1csc(N2CCOCC2)n1,?,.
CCN(CC(=O)Nc1ccc(OC)cc1)C(=O)Cc1ccsc1,?,.
CCCNC(=O)CCn1cc(-c2ccc(OC)cc2)nc1-c1ccncc1,?,.
CCN(C(=O)COC(=O)c1cc(C)n(-c2ccc(F)cc2)c1C)C1CCS(=O)(=O)C1 (configuration not stated),?,.
O=S(=O)(c1ccc(F)cc1)N1CCN(S(=O)(=O)c2cccs2)CC1,-3.3%,.

# Ordered by SMILES length (smallest number first): 3 of the compounds above.
SMILES,Lipid storage S3,Lipid storage S3 cell count max
CCc1ccc(CN2CCC(Oc3ccc(C(=O)N4CCCC4)cc3)CC2)cc1,?,.
CCOC(=O)N1CCc2c(sc(NC(=O)CN3CCN(C)CC3)c2C(=O)Nc2ccccc2)C1,-2.4%,-1.1
CCOC(=O)C1=C(C)C2C3C(=O)N(c4ccccc4C)C(=O)C3C1(C)C1C(=O)N(c3ccccc3C)C(=O)C21 (configuration not stated),2.0%,15.0

# (list continues)
SMILES,Lipid storage S3,Lipid storage S3 cell count max
O=C(O)CSCC(=O)N1CCc2c([nH]c3ccccc23)C1C(F)(F)F (configuration not stated),?,.
COc1cc(Cl)ccc1OCc1cc(C(=O)N(C)CCc2cnn(C)c2)no1,i,-19.8
O=C(Nc1ccc(S(=O)(=O)Nc2ccccc2)cc1)c1ccc(CN2CCOCC2)cc1,?,.
CCC(C(=O)NCCC(C)C)N(Cc1ccccc1Cl)C(=O)c1snc(C(N)=O)c1N (configuration not stated),?,.
Cc1cc(C)c(S(=O)(=O)N2CCN(C(=O)c3cc(=O)[nH]c4ccccc34)CC2)c(C)c1,?,.
O=S(=O)(c1ccc(OCC(O)CN2CCCCC2)cc1)N1CCOCC1 (configuration not stated),?,.
O=C1OCCC1Sc1nc(-c2ccccc2)cs1 (configuration not stated),-9.0%,-21.4
O=C(CC(c1ccccc1)c1cc(Cl)ccc1O)NCCCN1CCOCC1 (configuration not stated),-17.5%,-9.1
C=C(C)[C@H]1CC=C(C)/C(=N/NC(=O)CNc2ccccc2OC)C1,i,-4.3
COc1ccc(N2CCN(S(=O)(=O)CCNC(=O)/C=C/c3ccccc3)CC2)cc1,?,.
Cc1ccc(S(=O)(=O)CCc2nc3ccccc3[nH]2)cc1C,?,.
Cc1ccc(CCNC(=O)c2cc(-c3ccncc3)nc3ccc(S(=O)(=O)N4CCOCC4)cc23)cc1,?,.
Cc1ccc(S(=O)(=O)NCC(c2ccco2)N2CCOCC2)cc1 (configuration not stated),-16.3%,-1.3
O=C(CSc1nc2ccccc2[nH]1)Nc1ccc2c(c1)OCCO2,9.5%,2.5
COC(=O)C1=C(C)N(Cc2ccccc2)C(=O)N[C@H]1c1ccccc1,-6.1%,-2.0
CCN(Cc1ccccc1)C(=O)COC(=O)Cn1cnc2ccccc21,?,.
COc1ccc(-c2cc(C(F)(F)F)n3nc(C(=O)N4CCOCC4)nc3n2)cc1,?,.
CCC(CO)NCc1ccc2c(c1)n(C)c(=O)n2C (configuration not stated),?,.
CC1CCN(S(=O)(=O)N2CCC(C(=O)NCc3cccs3)CC2)CC1,?,.
C=CCOc1ccccc1C1C2=C(CC(C)(C)CC2=O)Nc2c1c(=O)n(C)c(=O)n2C (configuration not stated),?,.
CCS(=O)(=O)c1nc(S(=O)(=O)c2ccc(C)cc2)c(N2CCN(CCO)CC2)s1,i,-3.8
Cn1c(=O)c2c(nc(SCCN3CCCCC3)n2C)n(C)c1=O,?,.
Cn1nnnc1SCC(=O)c1ccc(Br)s1,-20.1%,1.0
COc1ccc([C@]23Cc4ccccc4C(O2)c2c(cc(-c4ccccc4)oc2=O)O3)cc1,i[9.22 µM],.
CCn1c(CSc2nc3ccccc3s2)nnc1SCC(=O)c1ccc(O)cc1O,i,-7.4
O=C(NCc1ccc(Cl)cc1)c1n[nH]c([N+](=O)[O-])c1Cl,?,.
COc1ccc(CC(=O)OCc2cc(=O)n3cc(Br)ccc3n2)cc1OC,?,.
CNc1ccc(/C=C(\C#N)c2ccccn2)cc1[N+](=O)[O-],?,.
CCc1ccc(/C=C(\Cl)c2nc3cc(Cl)ccc3c(=O)[nH]2)cc1,?,.
CCc1nnc(NC(=O)CSc2nc3cccnc3n2C2CCCCC2)s1,?,.
COC(=O)c1ccc([C@@H]2C[C@H]3CN(Cc4cccnc4)C(=O)[C@]34CCCN24)cc1,6.0%,39.0
O=C1CSC(c2cn(-c3ccccc3)nc2-c2cccs2)N1Cc1ccccc1 (configuration not stated),?,.
N#CCC(CNc1ncc(C(F)(F)F)cc1Cl)OC(=O)c1cccc([N+](=O)[O-])c1 (configuration not stated),?,.
Cc1cccc(NCCC#N)c1,7.3%,0.9
Cc1ccc2c(CC(=O)NCC(=O)Nc3c(C)cccc3C)coc2c1,?,.
COc1c(C)cc(C(=O)C2CCCN(C(=O)C3=C(C)OCCO3)C2)cc1C (configuration not stated),?,.
O=C(O)C(=O)Nc1nc(-c2ccc3c(c2)OCCO3)cs1,i,-10.7
CCCc1nc2sc3c(=O)[nH]cnc3c2c2c1CCCC2,?,.
CS(=O)(=O)N1CCN(C(=O)c2ccccc2F)CC1,2.9%,2.0
O=C(COc1ccccc1F)OCC(=O)N1CCc2ccccc21,?,.
CN(C)CCOc1ccc(Cl)cc1C(C)(C)C,?,.
COc1cccc(Nc2c([N+](=O)[O-])cncc2[N+](=O)[O-])c1,i,-0.3
Cc1ccc(OC(=O)c2cccc(S(=O)(=O)N3CCCC3)c2)c(-n2nc3ccccc3n2)c1,5.9%,5.4
COc1cc(C2C(C#N)=C(N)Oc3n[nH]c(-c4cccnc4)c32)cc(Br)c1O (configuration not stated),2.9%,23.9

# Only part of the results is shown (hit frequency here may not be typical).
